# Rin1 Abl inh: human Rin1-Abl interaction inhibition. inhibition, % at 7.35 µM. actives 0.4% (n = 360,000). TR-FRET Rin1/Abl binding, biochemical. P00519+Q13671; in the data active means inhibition above about 5%, passing the limit was not always enough
# SKN-1 block: inhibitors of C. elegans SKN-1; C. elegans VP596 Pgst-4::GFP/RFP ratio, acrylamide-induced, 24 h; inhibition, % at 21.8 µM; actives 0.49% (n = 360,000); AID 624304;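 active means interference check ratio from 0.5 to 1.5 plus GFP to RFP signal ratio inhibition reaching or exceeding a fixed threshold, cut at about 30% in these data, passing the limit was not always enough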; further: some compounds called inactive have numbers as strong as hits
# MsrA inh: bovine MsrA inhibition; purified bovine MsrA, absorbance read-out; inhibition, % at 15.5 µM; actives 0.75% (n = 360,000); in the data active means inhibition above about 4.5%;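 further: 0% = vehicle wells with enzyme and 100% = reference inhibitor wells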
# MT1-MMP act inh: inhibitors of human MT1-MMP activation | HT1080 RFP-PRO-GFP cells, GFP/RFP ratio fluorescence, overnight; percent of plate control window, DMSO zero | GFP/RFP ratio change, % at 20 µM | actives 0.061% (n = 360,000) | AID 651647;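 active means GFP/RFP ratio change of at least 30% with cell ATP level not reduced by more than half and red fluorescence within 50% of control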; further: strong numbers were not always called active
#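 Assay system: HT1080 cells carrying an RFP-PRO-GFP reporter | Dosing: Single dose of 20 µM compound, 1% DMSO final | Incubation: Cells overnight before dosing, compound overnight, 37 °C, 5% CO2 | Evaluation: GFP/RFP fluorescence ratio | Control set: DMSO and RFP-L50D-GFP cell wells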
# FAS TE block: inhibitors of human fatty acid synthase thioesterase domain; P49327; recombinant FAS-TE, OMFH fluorogenic substrate, fluorescence endpoint; inhibition, % at 15 µM; actives 0.67% (n = 360,000); AID 602261;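 active means compounds whose normalised, plate-corrected inhibition of enzyme fluorescence in the single-dose primary screen is 50% or more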;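 further: 0% = DMSO with enzyme and 100% = substrate without enzyme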
# E coli Lon inh: inhibits E. coli Lon protease; P0A9M0; purified E. coli Lon protease, fluorescence polarization; inhibition, % at 7.94 µM; actives 0.42% (n = 360,000); AID 602123; in the data active means inhibition above about 13%, passing the limit was not always enough;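 further: 0% = enzyme with probe and DMSO and 100% = no enzyme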
# CendR NRP1 mod: alters CendR peptide binding to human NRP-1; O14786; FAM-RPARPAR peptide binding to NRP-1, fluorescence polarization; inhibition, % at 25 µM; actives 0.85% (n = 360,000);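 active means inhibition or corrected inhibition above about 18%, plus a signal ratio from 0.5 to 1.5, limit read from the data, passing the limit was not always enough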; further: strong numbers were not always called active
# Neddyl block: cullin neddylation inhibition; AID 651699; P61081+Q13564; actives 0.58% (n = 360,000); TR-FRET cullin neddylation, biochemical; calls only at 25 µM; in the data active means inhibition above about 36%
# MsrA act: bovine methionine sulfoxide reductase A activation. purified bovine MsrA, absorbance read-out. activation, % at 10.6 µM. actives 0.3% (n = 360,000). AID 602163; in the data active means activation above about 7.5%;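 further: 0% = vehicle and 100% = reference activator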
# The depositor's hits bear a star; i = inactive; nt = not tested or not shown; + = active, no number. Random draw from the library. About 4.2% of those tested had a hit in this group.
1) CC(C)(C)C(=O)Nc1ncc(C(F)(F)F)cc1Cl
2) C[C@@H](CSc1ccccc1)CN1CC[C@H](C(C)(C)C)CCC1=O
3) C[C@H]1[C@@H](Cc2cc(Cl)cc(Cl)c2)N(c2ccccc2)c2ccccc2CN1Cc1ccccc1
4) Cc1ccc(C)c(N(CC(=O)NN=C2CCCCCCC2)S(C)(=O)=O)c1
5) Cc1cc([N+](=O)[O-])cnc1N1CCOCC1
6) OC(COCc1ccco1)CN1CCN(c2ccccc2)CC1 (centres undefined)
7) CN(C(=O)CS(=O)(=O)c1cn(CC(=O)N2CCCCC2)c2ccccc12)c1ccccc1
8) O=C(Cc1c(O)c2ccccc2[nH]c1=O)NCc1ccccc1F
screen / no.	1	2	3	4	5	6	7	8
MT1-MMP act inh	1	-4	-7	2	1	4	-2	2
MsrA act	-3	8.2*	nt	-9	-12	6	-3	-8
CendR NRP1 mod	10	16	-12	2	6	-8	2	-2
FAS TE block	-3	23	nt	-8	-2	-4	-3	-9
MsrA inh	1.0	1.2	0.1	-1.5	2.1	0.0	0.7	-1.2
SKN-1 block	-24	-13	8	-31	4	2	1	0
Rin1 Abl inh	0	0	nt	2	4	-3	-2	-3
E coli Lon inh	-7	0	nt	-8	-3	-7	5	-2
Neddyl block	i	i	i	i	i	i	i	i

9) CN(CC(=O)Nc1ccc(F)cc1)C(=O)COC(=O)CNC(=O)c1sc2ccccc2c1Cl
10) CCOc1cccc(C(=O)Nc2ccc(N3CCN(S(C)(=O)=O)CC3)cc2)c1
11) C[C@H](CO)N1C[C@H](C)[C@@H](CN(C)Cc2cccc(F)c2)Oc2cc(-c3cccc(C#N)c3)ccc2S1(=O)=O
12) CCn1c(=O)c2c(nc3n2CCCN3Cc2ccccc2)n(C)c1=O
13) CC[C@@H](C)[C@H](CNC)NC[C@@H](Cc1cccc2ccccc12)NCCc1cccc(C(F)(F)F)c1
14) Nc1cc(N)nc(SCc2cc([N+](=O)[O-])cc3c2OCOC3)n1
15) COc1ccc(CNCCSc2nnnn2C)c(OC)c1OC
16) CCOC(=O)C1CCN(C(=O)C2(NC(=O)Nc3ccccc3Cl)CCCCC2)CC1
screen / no.	9	10	11	12	13	14	15	16
MT1-MMP act inh	0	nt	0	3	-2	1	2	-11
MsrA act	-2	-2	-1	-1	0	-3	-2	1
CendR NRP1 mod	-6	7	1	4	10	-5	-1	-4
FAS TE block	1	-2	4	-3	-34	46	-2	0
MsrA inh	-1.9	-1.2	-0.5	-1.6	-1.6	2.3	0.5	-1.0
SKN-1 block	4	8	-1	-3	11	22	0	-21
Rin1 Abl inh	2	0	-1	1	1	-1	-4	2
E coli Lon inh	4	7	-3	5	4	-10	-1	-1
Neddyl block	i	i	i	i	i	i	i	i

# Sorted by count of non-hydrogen atoms (descending): some entries from above
11) C[C@H](CO)N1C[C@H](C)[C@@H](CN(C)Cc2cccc(F)c2)Oc2cc(-c3cccc(C#N)c3)ccc2S1(=O)=O
13) CC[C@@H](C)[C@H](CNC)NC[C@@H](Cc1cccc2ccccc12)NCCc1cccc(C(F)(F)F)c1
3) C[C@H]1[C@@H](Cc2cc(Cl)cc(Cl)c2)N(c2ccccc2)c2ccccc2CN1Cc1ccccc1
9) CN(CC(=O)Nc1ccc(F)cc1)C(=O)COC(=O)CNC(=O)c1sc2ccccc2c1Cl
7) CN(C(=O)CS(=O)(=O)c1cn(CC(=O)N2CCCCC2)c2ccccc12)c1ccccc1
16) CCOC(=O)C1CCN(C(=O)C2(NC(=O)Nc3ccccc3Cl)CCCCC2)CC1
10) CCOc1cccc(C(=O)Nc2ccc(N3CCN(S(C)(=O)=O)CC3)cc2)c1
4) Cc1ccc(C)c(N(CC(=O)NN=C2CCCCCCC2)S(C)(=O)=O)c1
12) CCn1c(=O)c2c(nc3n2CCCN3Cc2ccccc2)n(C)c1=O
8) O=C(Cc1c(O)c2ccccc2[nH]c1=O)NCc1ccccc1F
screen / no.	11	13	3	9	7	16	10	4	12	8
MT1-MMP act inh	0	-2	-7	0	-2	-11	nt	2	3	2
MsrA act	-1	0	nt	-2	-3	1	-2	-9	-1	-8
CendR NRP1 mod	1	10	-12	-6	2	-4	7	2	4	-2
FAS TE block	4	-34	nt	1	-3	0	-2	-8	-3	-9
MsrA inh	-0.5	-1.6	0.1	-1.9	0.7	-1.0	-1.2	-1.5	-1.6	-1.2
SKN-1 block	-1	11	8	4	1	-21	8	-31	-3	0
Rin1 Abl inh	-1	1	nt	2	-2	2	0	2	1	-3
E coli Lon inh	-3	4	nt	4	5	-1	7	-8	5	-2
Neddyl block	i	i	i	i	i	i	i	i	i	i

6) OC(COCc1ccco1)CN1CCN(c2ccccc2)CC1 (centres undefined)
1) CC(C)(C)C(=O)Nc1ncc(C(F)(F)F)cc1Cl
5) Cc1cc([N+](=O)[O-])cnc1N1CCOCC1
screen / no.	6	1	5
MT1-MMP act inh	4	1	1
MsrA act	6	-3	-12
CendR NRP1 mod	-8	10	6
FAS TE block	-4	-3	-2
MsrA inh	0.0	1.0	2.1
SKN-1 block	2	-24	4
Rin1 Abl inh	-3	0	4
E coli Lon inh	-7	-7	-3
Neddyl block	i	i	i

# The list goes on:
17) COc1ccc(Nc2nc3cc(-c4ccsc4)sc3c(=O)n2C)cc1OC
18) Cc1cccc(N2C(=O)c3cccc4c(N)ccc(c34)C2=O)c1
19) Cc1sc2nc(SCC(=O)NCc3cccs3)[nH]c(=O)c2c1C
20) COc1ccccc1N(CC(=O)NC(C)(C)C)C(=O)C1CSC(=O)C1 (centres undefined)
21) CN(C)c1ccc(S(=O)(=O)N2CCCCC2)cc1NC(=O)CCNC(=O)c1ccco1
22) COc1cc(/C=C2\C(=N)N3N=CSC3=NC2=O)ccc1OS(=O)(=O)c1ccccc1[N+](=O)[O-]
23) O=C(COc1ccc2ccc(=O)oc2c1)NC1CCN(Cc2ccccc2)CC1
24) C[C@@H](c1ccccc1)N1C[C@@H](COCc2ccccc2)Oc2cc(N3CC[C@H](O)C3)ccc2S1(=O)=O
screen / no.	17	18	19	20	21	22	23	24
MT1-MMP act inh	13	-167	0	2	-1	-6	2	-4
MsrA act	0	-2	1	-3	0	-7	-3	-1
CendR NRP1 mod	-11	131	-5	7	0	-22	4	4
FAS TE block	4	-140	-4	-8	-8	0	-3	23
MsrA inh	1.1	0.0	0.7	-0.6	-1.0	0.5	1.8	-0.5
SKN-1 block	-6	-121	-10	-22	28	9	6	4
Rin1 Abl inh	2	-54	1	1	1	0	2	nt
E coli Lon inh	-7	+	0	-8	3	-16	-2	9
Neddyl block	i	i	i	i	i	i	i	i

25) CC1Sc2ccc(S(=O)(=O)N3CCC(C(=O)N(C)Cc4ccco4)CC3)cc2NC1=O (centres undefined)
26) CN(CCOc1ccc(Br)cc1)CC(=O)Nc1cccc(S(=O)(=O)NC2=NCCC2)c1
27) Cc1nc2ccc(S(=O)(=O)Nc3ccccc3C)cc2s1
28) CCOc1ccc(CNC(=O)C(=O)c2cn(CC(=O)N3CCOCC3)c3ccccc23)cc1OC
29) COc1ccc(OC)c(/C=C2\SC(=S)N(N3CCOCC3)C2=O)c1
30) Cc1cn([C@H]2C[C@H](O)[C@@H](CCC(=O)NCc3cccc4ccccc34)O2)c(=O)[nH]c1=O
31) O=c1nc(-c2ccccc2)cc(C(F)(F)F)[nH]1
32) C/C(=N\Nc1ccc(C(F)(F)F)cn1)c1ccncc1
screen / no.	25	26	27	28	29	30	31	32
MT1-MMP act inh	-9	2	-1	1	-4	1	0	-9
MsrA act	-4	-3	-2	-6	-5	-11	-3	-17
CendR NRP1 mod	-35	5	9	5	-1	-4	7	-3
FAS TE block	-1	1	-2	-9	2	-9	-8	6
MsrA inh	0.1	-0.9	nt	2.9	-1.8	-1.0	1.2	2.5
SKN-1 block	24	-6	6	-1	-4	0	0	-1
Rin1 Abl inh	-5	2	2	4	0	5	1	-5
E coli Lon inh	-16	-4	-3	-7	-5	-9	-2	-1
Neddyl block	i	i	i	i	i	i	i	i

33) COc1ccc(-n2cnnc2SCC(=O)NC2CCCCC2)cc1
34) Cc1cc(C)cc(CC(=O)N2CCC2(C)C(=O)NS(=O)(=O)c2ccccc2)c1 (centres undefined)
35) CC1(C)CC(=O)C(C=NC(CCC(N)=O)C(=O)O)=C(O)C1 (centres undefined)
36) COc1ccccc1C1=NOC(Cn2c(NCCCO)nc3c2c(=O)n(C)c(=O)n3C)C1 (centres undefined)
37) CCCc1nnn(S(=O)(=O)c2ccc([N+](=O)[O-])cc2)c1CCC
38) COc1ccc2c(c1)cc(C(=O)N[C@@H](Cc1ccccc1)C(=O)O)n2C
39) CC(C)c1ccc(N(CC(=O)NCC2CCCO2)C(=O)CCC(=O)Nc2nccs2)cc1 (centres undefined)
40) O=C1c2ccccc2NC(c2c(Cl)cccc2Cl)N1Cc1ccccc1 (centres undefined)
screen / no.	33	34	35	36	37	38	39	40
MT1-MMP act inh	2	-7	-4	5	2	-2	1	-13
MsrA act	-10	1	-3	0	-2	-3	-1	-9
CendR NRP1 mod	-4	-5	-3	0	0	16	-5	-1
FAS TE block	-6	-10	-15	-3	0	-4	0	21
MsrA inh	0.4	-0.2	1.3	-1.1	0.2	2.2	0.8	1.3
SKN-1 block	-27	-3	5	13	-15	0	-5	-17
Rin1 Abl inh	2	-3	-1	1	7	1	0	-2
E coli Lon inh	-7	-10	-1	5	-5	-1	-2	-1
Neddyl block	i	i	i	i	i	nt	i	nt

# In another format: results already given.
# Results follow in this order: MT1-MMP act inh, MsrA act, CendR NRP1 mod, FAS TE block, MsrA inh, SKN-1 block, Rin1 Abl inh, E coli Lon inh, Neddyl block
37) CCCc1nnn(S(=O)(=O)c2ccc([N+](=O)[O-])cc2)c1CCC
 : 2, -2, 0, 0, 0.2, -15, 7, -5, i
38) COc1ccc2c(c1)cc(C(=O)N[C@@H](Cc1ccccc1)C(=O)O)n2C
 : -2, -3, 16, -4, 2.2, 0, 1, -1, nt

# Continued.
41) CC(=O)NC(=S)Nc1ccc(NC(=O)c2cccs2)cc1
42) CC(C)c1nc(SCC(=O)N2CCc3ccccc32)n[nH]1
43) Cc1ccc(CNc2oc(-c3ccco3)nc2S(=O)(=O)c2ccccc2)cc1
44) CC(C)[C@@H](C(=O)O)N(Cc1cccc(CN([C@H](C(=O)O)C(C)C)S(C)(=O)=O)c1)S(C)(=O)=O
45) O=S(=O)(NCC(c1cccnc1)N1CCN(Cc2ccccc2)CC1)c1ccc(F)cc1 (centres undefined)
46) Cc1nn(Cc2ccccc2)c(C)c1NC(=O)CSc1nnc(-c2cc(Cl)ccc2O)n1C
47) Cc1nn(C)c(C(=O)NNC(=O)NC2CCCCC2)c1Cl
48) O=C(O)CC(NNC(=O)c1ccccc1)C(=O)Nc1ccc([N+](=O)[O-])cc1 (centres undefined)
screen / no.	41	42	43	44	45	46	47	48
MT1-MMP act inh	4	-2	-2	-1	-1	2	0	0
MsrA act	1	-3	-1	-11	-7	-3	-2	-2
CendR NRP1 mod	-2	6	-2	3	-4	2	12	2
FAS TE block	-4	-4	23	-7	-5	-4	-4	5
MsrA inh	0.7	-0.5	0.3	0.5	-0.8	1.2	-0.6	0.7
SKN-1 block	7	11	21	-3	-16	2	19	-14
Rin1 Abl inh	-3	-4	0	3	-1	3	-3	-4
E coli Lon inh	-20	1	1	-1	5	-5	19	7
Neddyl block	i	i	i	i	i	i	i	i

# Screens: PubChem, several laboratories
